CSN inh: inhibitors of human CSN-mediated cullin deneddylation; Q92905; Purified CSN, SCF-Nedd8-OG deneddylation, fluorescence polarization; inhibition, % at 12.5 µM; hit rate 0.38% among 360,000;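 active means pattern-corrected inhibition above about 35%, with an unprinted fluorescence ratio check between 0.5 and 1.5, limit read from the data, passing the limit was not always enough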;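 further: 0% = enzyme with substrate and 100% = substrate without enzyme; some results filed as inactive read as strong as hits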
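Schedule: reaction 90 min, room temperature / Assay system: HEK293T-derived human Csn5 enzyme / Input: Csn5 at 0.24 nM final / Measure: inhibition of Csn5 cleavage, % / Control set: substrate-only high control, full reaction low control / Technique: fluorescence polarization of the substrate / Buffer or medium: Tris/NaCl/DTT buffer, pH 7.5 / Reagent: SCFSkp2-Nedd8OG substrate at 10 nM final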
STEP inh: STEP (human) phosphatase inhibition; inhibition, % at 20 µM; AID 588621; recombinant STEP, OMFP fluorogenic substrate, fluorescence; hit rate 0.25% among 360,000;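 active means inhibition at 20 µM, scaled per plate between control wells, above about 37%, limit read from the data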;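 further: 0% = DMSO with enzyme and substrate and 100% = substrate only without enzyme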
Target sequence (P54829 whole entry, looked up): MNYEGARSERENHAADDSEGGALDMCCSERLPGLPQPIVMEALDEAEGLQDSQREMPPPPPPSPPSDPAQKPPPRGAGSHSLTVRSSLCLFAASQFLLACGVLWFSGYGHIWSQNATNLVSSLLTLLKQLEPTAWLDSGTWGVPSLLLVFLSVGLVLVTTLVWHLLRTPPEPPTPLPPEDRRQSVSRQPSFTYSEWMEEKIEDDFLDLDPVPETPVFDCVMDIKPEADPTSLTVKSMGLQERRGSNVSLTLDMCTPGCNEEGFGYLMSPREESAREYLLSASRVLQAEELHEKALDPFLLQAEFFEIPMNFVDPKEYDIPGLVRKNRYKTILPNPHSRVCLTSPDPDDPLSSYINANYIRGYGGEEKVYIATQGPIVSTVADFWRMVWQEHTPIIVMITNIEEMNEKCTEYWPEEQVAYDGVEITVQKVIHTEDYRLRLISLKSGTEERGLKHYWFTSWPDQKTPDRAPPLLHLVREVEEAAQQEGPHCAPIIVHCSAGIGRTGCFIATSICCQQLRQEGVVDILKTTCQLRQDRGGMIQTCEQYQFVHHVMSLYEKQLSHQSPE
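System: STEP phosphatase, cell-free reaction; Buffer or medium: Bis-Tris pH 6.0 buffer with DTT, detergent; Incubation: 20 min at room temperature, dark; Measured by: fluorescence, 480/540 nm.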
Tb MetRS inh: blocks T. brucei methionyl-tRNA synthetase activity; purified T. brucei MetRS, ATP depletion, Kinase-Glo luminescence; inhibition, % at 11.9 µM; hit rate 0.4% among 360,000;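 active means inhibition above a per-plate cutoff of the control wells' mean inhibition plus 3 SD, cut at about 5.5% in these data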;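 further: 0% = DMSO wells median and 100% = median of wells with control inhibitor compound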
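Material: T. brucei methionyl-tRNA synthetase, purified; reagent: substrates ATP, L-methionine and bulk Escherichia coli tRNA; dosing: 11.9 µM single point; timing: 15 min plus 2 h at 25 °C; detection: luminescence of leftover ATP; evaluation: % inhibition; control set: DMSO-only wells as low control; replicates: singlicate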
Scp-1 inhibitor: blocks human Scp-1 phosphatase activity; hit rate 0.88% among 340,000; inhibition, % at 20 µM; Q9GZU7; Recombinant Scp1, phosphopeptide, malachite green phosphate absorbance;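 active means inhibition above about 50% at 20 µM, limit read from the data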;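 further: plate controls were DMSO wells with enzyme for no effect and wells lacking enzyme for full effect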
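Test system – truncated SCP-1 phosphatase (76-261aa) · Reagent – Phosphorylated 17-residue peptide substrate · Incubation – 45 min room-temperature reaction, 5 min colour, 30 min stabiliser · Detection – colorimetric phosphate reagent with accelerator and stabiliser, absorbance at 630 nm · Measure – % inhibition at 20 µM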
DNMT1 block: inhibitors of human DNMT1; P26358; DNMT1 molecular beacon, Hinp1I cleavage, fluorescence; inhibition (reported as % activation of signal), % at 10 µM; hit rate 0.83% among 360,000; AID 588458; in the data active means inhibition above about 50%
Rpn11 inh: blocks the human proteasome subunit Rpn11. AID 588493. O00487. hit rate 0.59% among 360,000. human 26S proteasome, Ub4-pepOG fluorescence polarization; 20S core pre-blocked with epoxomicin. calls only at 20 µM;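 active means inhibition at 20 µM, scaled to each plate's controls, above about 33%, limit read from the data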
Target sequence (O00487 whole entry, looked up): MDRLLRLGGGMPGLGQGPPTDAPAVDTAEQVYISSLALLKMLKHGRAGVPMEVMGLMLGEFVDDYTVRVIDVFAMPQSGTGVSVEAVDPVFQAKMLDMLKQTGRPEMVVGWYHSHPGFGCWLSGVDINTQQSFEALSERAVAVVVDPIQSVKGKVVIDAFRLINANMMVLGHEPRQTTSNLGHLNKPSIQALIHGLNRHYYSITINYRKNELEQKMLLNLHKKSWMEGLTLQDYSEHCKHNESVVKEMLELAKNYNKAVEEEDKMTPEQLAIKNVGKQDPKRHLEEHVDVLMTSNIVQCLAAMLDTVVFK
LMPTP inh: LMPTP (human) inhibition | P24666 | hit rate 0.22% among 360,000 | inhibition, % at 20 µM | recombinant LMPTP-A, OMFP fluorogenic substrate, fluorescence intensity;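 active means compounds that cut the enzyme signal by at least half of the control window in the single-dose screen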;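 further: plate controls were DMSO wells with enzyme plus substrate for no effect and substrate without enzyme for full effect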
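Test system: LMPTP-A phosphatase enzyme. Amount: LMPTP-A at 0.625 nM final in the reaction. Reagent: OMFP substrate, 400 µM final. Times: 50 min at room temperature. Signal: endpoint fluorescence intensity from OMFP dephosphorylation. Read-out basis: % inhibition. Benchmarks: no-enzyme and uninhibited controls.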
SUMO1-SIM PPI: modulators of human SUMO1-mediated protein-protein interactions; P63165; inhibition, % at 20 µM; AID 602429; SUMO1 binding to a labelled peptide, TR-FRET, 1 h; hit rate 0.33% among 360,000; in the data active means inhibition above about 37%
Target sequence (P63165 whole entry, looked up): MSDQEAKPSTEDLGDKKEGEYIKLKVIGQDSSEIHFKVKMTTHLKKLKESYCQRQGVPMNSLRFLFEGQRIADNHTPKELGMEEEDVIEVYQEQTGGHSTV
MsrA inhibitor: inhibits bovine methionine sulfoxide reductase A; purified bovine MsrA, absorbance read-out; inhibition, % at 15.5 µM; hit rate 0.75% among 360,000; AID 651718; in the data active means inhibition above about 4.5%;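 further: 0% = vehicle wells with enzyme and 100% = reference inhibitor wells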
NadD block: NadD (S. aureus) enzyme inhibition. hit rate 0.78% among 360,000. inhibition, % at 20 µM. purified NadD enzyme, colorimetric absorbance read-out. AID 602399; in the data active means inhibition above about 26%; further: some compounds past the cut are filed as inactive
Active calls of the source: *; i = inactive; · = no result given; + = active, no number.

SMILES | CSN inh | STEP inh | Tb MetRS inh | Scp-1 inhibitor | DNMT1 block | Rpn11 inh | LMPTP inh | SUMO1-SIM PPI | MsrA inhibitor | NadD block
CCC(C(=O)Nc1ccc2[nH]ncc2c1)c1ccccc1 (configuration not stated) | -1 | 1 | -0.3 | -10 | 0 | i | -0.6 | 5 | -0.7 | 2
Cc1ccc(C(=O)N2CCN(c3ccc([N+](=O)[O-])c(NCc4cccnc4)c3)CC2)cc1 | -5 | 4 | 0.1 | 10 | 6 | i | 4.7 | -14 | 0.1 | 2
C=CC[C@H](CC(=O)N(CCO)Cc1ccccc1)C(=O)N[C@H](COC(=O)[C@@H](CC=C)CC(=O)OC(C)(C)C)Cc1ccccc1 | 1 | 1 | -0.4 | -3 | 0 | i | 2.3 | 2 | -0.7 | -9
CCC(C(=O)OCC(=O)N(CC)c1c(N)n(Cc2ccccc2)c(=O)[nH]c1=O)c1ccccc1 (configuration not stated) | -6 | -3 | -0.3 | -3 | -1 | i | -0.7 | -4 | 0.2 | 1
COc1ccc(N(CC(=O)NCc2ccccc2OC)S(=O)(=O)c2c(C)nn(C)c2C)cc1 | 4 | 0 | -0.9 | -6 | 3 | i | -1.3 | 0 | 3.0 | -8
COc1ccc(C(=O)N2CCN(c3ccc(C(C)=O)cc3F)CC2)cc1S(=O)(=O)NC1CC1 | 3 | -1 | -0.3 | -7 | 4 | i | -1.0 | -2 | 2.2 | 1
O=C(O)CSc1nc2ccccc2o1 | -2 | 2 | 0.1 | -6 | 1 | i | -1.8 | 4 | 2.7 | -4
Cc1cc(=O)n2nc(N3CCC(C(=O)N4CCN(C)CC4)CC3)sc2n1 | -6 | 1 | -1.0 | 4 | 2 | i | -1.2 | -3 | 1.3 | 6
O=C(Cn1nnc(-c2ccccc2Cl)n1)NCc1ccc2c(c1)OCO2 | 4 | -1 | -1.1 | 2 | 0 | i | 0.0 | -3 | 0.3 | -6
N#CC(=C(O)CN1CCN(c2ccccc2F)CC1)c1nc(-c2ccc(Cl)cc2)cs1 | 3 | 0 | 0.2 | 2 | 0 | i | -3.6 | 0 | 2.1 | 11
CNC(=O)c1c(NC(NC(=O)c2ccco2)C(=O)c2ccc(Cl)cc2)sc2c1CCCC2 (configuration not stated) | 3 | 1 | -0.3 | -9 | -12 | i | 1.4 | -1 | 0.4 | 9
CC(=O)c1cc(Cl)ccc1OCC(=O)NC1CCCC1 | -1 | -1 | 0.1 | -8 | 4 | i | -0.9 | 11 | 0.0 | -2
CC12CCC(=O)N1C(C(=O)NCCN1C(=O)S/C(=C\c3ccc(F)cc3)C1=O)CS2 (configuration not stated) | 4 | -1 | -0.5 | -4 | -3 | i | -1.1 | -32 | 2.5 | 0
CONC(=O)C1CCN(C(=O)OCc2ccccc2)CC1 | 0 | -3 | -0.9 | 4 | -7 | i | -1.4 | 0 | -1.0 | -8
CCOC(=O)C(Cc1ccc(O)c([N+](=O)[O-])c1)N1C(=O)c2ccccc2C1=O (configuration not stated) | -1 | -1 | -0.5 | -8 | 1 | i | -13 | -26 | 1.0 | 6
CC(C)C[C@H]1COc2cc(Br)ccc2S(=O)(=O)N1 | 2 | 0 | -0.1 | · | 2 | i | -1.4 | 2 | -0.1 | 1
CC1Oc2ccccc2N(CC(=O)Nc2ccccc2F)C1=O (configuration not stated) | -3 | 3 | 0.1 | -3 | 1 | i | -0.8 | 1 | 0.8 | 1
Cc1cc(C)n(-c2nc3nonc3nc2-n2nc(C)cc2C)n1 | -11 | -1 | -0.7 | -5 | 0 | i | -1.2 | -2 | 3.6 | 4
CCCN(C(=O)c1ccc([N+](=O)[O-])c(C)c1)c1c(N)n(Cc2ccccc2)c(=O)[nH]c1=O | 0 | 2 | 0.4 | -8 | 4 | i | -0.5 | -11 | 1.4 | 0
CCC(=O)Nc1ccc(-c2csc(C)n2)cc1 | 2 | 0 | -1.5 | -5 | 1 | i | 1.0 | 0 | -0.2 | -4
CCC(C)[C@H](NC(=O)NCc1ccco1)C(=O)OC (some centres not stated) | -2 | -1 | -1.3 | -7 | -1 | i | -1.4 | 1 | 0.0 | -4
C[C@H](N)C(=O)N1CCC(C(=O)N[C@@H](Cc2ccccc2)C(=O)Nc2ccc(F)cc2)CC1 | 4 | 2 | -2.4 | 4 | -6 | i | 0.8 | 7 | -0.6 | -4
O=C(COC(=O)c1n[nH]c(=O)c2ccccc12)Nc1ccccc1F | 1 | -1 | -0.2 | 0 | 0 | i | -1.1 | -2 | -0.1 | -3
CCc1cc2ccccc2nc1Cl | 1 | -1 | -0.6 | 0 | 1 | i | 0.7 | -3 | 0.1 | -1

Look-ups from the entries so far.
CC12CCC(=O)N1C(C(=O)NCCN1C(=O)S/C(=C\c3ccc(F)cc3)C1=O)CS2 (configuration not stated) in Scp-1 inhibitor is entered as -4
CNC(=O)c1c(NC(NC(=O)c2ccco2)C(=O)c2ccc(Cl)cc2)sc2c1CCCC2 (configuration not stated) in NadD block is entered as 9
CCC(C(=O)OCC(=O)N(CC)c1c(N)n(Cc2ccccc2)c(=O)[nH]c1=O)c1ccccc1 (configuration not stated) in STEP inh is entered as -3
CC1Oc2ccccc2N(CC(=O)Nc2ccccc2F)C1=O (configuration not stated) in Scp-1 inhibitor is entered as -3

(further entries)
SMILES | CSN inh | STEP inh | Tb MetRS inh | Scp-1 inhibitor | DNMT1 block | Rpn11 inh | LMPTP inh | SUMO1-SIM PPI | MsrA inhibitor | NadD block
CCOC(=O)c1c(NC(=O)CC2Nc3ccccc3NC2=O)sc(C)c1C (configuration not stated) | 0 | 4 | 0.5 | -7 | 11 | i | -2.2 | 1 | -0.9 | 1
Nc1nc(=S)c2ncn(C3OC(CO)CC3O)c2[nH]1 (configuration not stated) | 4 | -3 | 0.2 | -13 | 5 | i | -2.2 | -1 | 4.0 | -3
O=C(O)c1ccccc1CSC1=NCCS1 | -5 | -2 | 0.0 | -8 | -1 | i | -0.3 | 5 | 0.2 | -2
CNC(=O)N(O)C1N(/N=C/c2cccs2)C(=S)SC1(C)C (configuration not stated) | 5 | -2 | 1.8 | -13 | -2 | i | -0.8 | -7 | 3.4 | 1
CCCCCOc1ccc(N2C(=O)CC(N(O)c3ccccc3)C2=O)cc1 (configuration not stated) | -2 | 2 | -0.8 | -2 | 5 | i | -0.7 | -5 | -0.1 | -2
O=C(O)C1C2C=CC(C2)C1C(=O)Nc1nccs1 (configuration not stated) | 1 | 2 | 0.1 | -6 | 1 | i | -2.5 | -2 | -0.6 | 4
O=C(Nc1ccc2c(c1)OCO2)C1CCN(Cc2cc3c(cc2O)OCO3)CC1 | 1 | 0 | -1.1 | -5 | -6 | i | 2.5 | 0 | -0.5 | -1
Cc1cc(C)nc(SCCC(=O)N2CCOCC2)n1 | 7 | -1 | -1.1 | -1 | -3 | i | -0.5 | -1 | -2.1 | 0
O=P(COCCOCP(=O)(c1ccccc1)c1ccccc1)(c1ccccc1)c1ccccc1 | 1 | 0 | -1.9 | 1 | 2 | i | -2.5 | 2 | 0.9 | -2
COC(=O)c1sccc1NC(=O)Nc1cccc(OC)c1 | -5 | 0 | -0.6 | -2 | 1 | i | 1.1 | 11 | 0.9 | -5
COc1cccc(CN2CCC(Oc3ccc(C(=O)NCc4ccccn4)cc3)CC2)c1 | -4 | -2 | -0.1 | -1 | 0 | i | -0.1 | 3 | -0.6 | -1
CC12CN3CC(C)(CN(C1)C3c1ccc(Br)cc1O)C2 (configuration not stated) | -5 | -2 | -1.4 | -12 | 1 | i | -2.6 | 0 | 0.5 | -2
CCOC(=O)c1cnc(Nc2nc3ccccc3o2)nc1CSc1nnc(C)s1 | 2 | 2 | 0.0 | 4 | -4 | i | -0.9 | 0 | 0.9 | -8
Cc1cc(NC(=O)CN2C(=O)/C(=C/c3cccc(Br)c3)SC2=S)no1 | -7 | 2 | 0.4 | -9 | -4 | + | 0.9 | -5 | 0.9 | 17
COc1ccc(-c2ccc(CN3C(CC(C)C)C(=O)N(Cc4cn(CCC5OCCCO5)nn4)CCS3(=O)=O)cc2)cc1OC (configuration not stated) | -1 | 0 | -3.0 | · | -11 | i | 0.2 | 1 | -0.3 | -1
CC(C)=CC(=O)OCC(=O)Nc1cccc([N+](=O)[O-])c1 | -5 | -5 | 0.0 | -7 | 1 | i | -1.2 | -8 | -0.5 | -9
CC(NC(=O)COC(=O)/C=C/c1ccc2c(c1)OCO2)c1ccccc1 (configuration not stated) | -4 | 5 | -0.4 | 11 | -3 | i | 0.5 | -13 | 0.6 | -4
Cc1c(Nc2ccc3nonc3c2[N+](=O)[O-])c(=O)n(-c2ccccc2)n1C | 3 | 1 | -0.3 | 1 | -2 | i | 1.7 | -36 | 0.2 | 3
CC(C(=O)NCCC1=CCCCC1)c1ccc([N+](=O)[O-])cc1 (configuration not stated) | -1 | 0 | -0.2 | -10 | 2 | i | -1.4 | -13 | -0.3 | -4

Some of these compounds in order of molar mass, smallest number first.
SMILES | CSN inh | STEP inh | Tb MetRS inh | Scp-1 inhibitor | DNMT1 block | Rpn11 inh | LMPTP inh | SUMO1-SIM PPI | MsrA inhibitor | NadD block
CC(C)=CC(=O)OCC(=O)Nc1cccc([N+](=O)[O-])c1 | -5 | -5 | 0.0 | -7 | 1 | i | -1.2 | -8 | -0.5 | -9
CC(NC(=O)COC(=O)/C=C/c1ccc2c(c1)OCO2)c1ccccc1 (configuration not stated) | -4 | 5 | -0.4 | 11 | -3 | i | 0.5 | -13 | 0.6 | -4
Cc1c(Nc2ccc3nonc3c2[N+](=O)[O-])c(=O)n(-c2ccccc2)n1C | 3 | 1 | -0.3 | 1 | -2 | i | 1.7 | -36 | 0.2 | 3
Cc1cc(NC(=O)CN2C(=O)/C(=C/c3cccc(Br)c3)SC2=S)no1 | -7 | 2 | 0.4 | -9 | -4 | + | 0.9 | -5 | 0.9 | 17

High-throughput results deposited in PubChem BioAssay by several laboratories.

Random draw from the library; any-hit rate near 3.9%.
